# Source: PubChem
# Nrf2 activator = Nrf2 pathway activation; 410,000 tested, 0.31% active; AID 624171; AREc32 ARE-luciferase reporter (MCF7-derived line), luminescence, 24 h; Potency, µM (series often up to 46.1 µM), inactives show at the highest dose activation, usual class: activators; further: potency means the concentration at half of the fitted maximal effect; % of control where 0% means no effect; nearly all actives have a fitted effect of over 65% in size
#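 ARE activation measured as luciferase luminescence (Steady-Glo, 30 min RT) in AREc32_Fluc cells after 24 hr compound exposure at 37 deg C, 5% CO2; cells seeded overnight at 1000/well in OPTI-MEM, 5% FBS.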
# IL-2 act = activators of IL-2 | activation, % (series mostly up to about 46 µM) | AID 652025 | 360,000 tested, 0.065% active | IL-2 activation reporter assay, cell-based qHTS; stimulated with anti-CD3/CD4/CD28 beads; in transgenic mouse T cells; in the data active means activation above about 50%; inconclusive means mostly about 30% to 49%; further: 0% is about no effect
#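 Readout is EGFP and DsRed signal by fluorescent plate cytometry after 18 h at 37 degrees C. Transgenic mouse T cells (750/well) received compound for 60 min before bead stimulation (anti-CD3, anti-CD4, anti-CD28); memory T cells served as non-tolerant control.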
# Nrf2 block = inhibitors of Nrf2 signaling. Potency, µM (highest dose often 46 µM), for inactives: top-dose activity change, negative = inhibition, hits mostly inhibitors. 360,000 tested, 2.1% active. A549 ARE-Fluc reporter, luciferase luminescence, 18-24 h; further: potency means the concentration at half of the fitted maximal effect; on the % scale 0 is the no-effect control and ±100 the full control effect; nearly all actives have a fitted effect of over 60% in size
#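 A549 ARE_Fluc cells (5000/well, 5% FBS OPTI-MEM) pre-incubated 2 h, then treated with compounds 18-24 h at 37C/5% CO2 in concentration-response. CellTiter-Fluor viability read first; BugLite luciferase luminescence after 15 min at room temperature gives Nrf2 activity.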
# A549 tox = A549 cytotoxicity, counter-screen for Nrf2 inhibitors; AID 504648; 390,000 tested, 0.16% active; A549 ARE-Fluc cells, CellTiter-Fluor viability, 18-24 h; Potency, µM (titrated, usually from 46 µM), inactives show at the top dose activity change, negative = cytotoxicity, hits mostly inhibitors; further: potency means the concentration at half of the fitted maximal effect; on the % scale 0 is the no-effect control and ±100 the full control effect
#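 Cytotoxicity counterscreen: CellTiter-Fluor fluorescence was measured in A549 ARE_Fluc cells after 18-24 h of compound exposure in a concentration series. The subsequent BugLite luminescent read reports ARE-luciferase activity.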
# TGFb inhibitor = inhibitors of TGF-b signaling. HepG2 CAGA-GFP TGF-b/SMAD3 reporter, GFP fluorescence, 18 h; TGF-beta stimulated, 500 pg/mL final. Potency, µM (highest dose often 46.1 µM), for inactives: at the top dose activity, negative = inhibition, usual class: inhibitors. 410,000 tested, 1.2% active. AID 588855; further: potency means the concentration at half of the fitted maximal effect; on the % scale 0 is the no-effect control and ±100 the full control effect; nearly all actives have a fitted effect of over 65% in size
#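 TGF-beta reporter screen: HEPG2 CAGA-GFP, 1% FBS, 500 pg/mL TGF-beta final, 18 h; per-cell GFP summed per well; curves fitted and categorized by class.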
# ATXN2 expr inh = inhibitors of ATXN2 expression | HEK-293 ATXN2-luciferase reporter, luminescence, 24 h | Potency, µM (series often up to 57 µM), for inactives: top-dose activity change, negative = inhibition, hits mostly inhibitors | 360,000 tested, 0.72% active; further: potency means the concentration at half of the fitted maximal effect; on the % scale 0 is the no-effect control and ±100 the full control effect; nearly all actives have a fitted effect of over 55% in size
#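 qHTS (up to 57 uM final) was run with 24 h compound exposure of reporter cells at 37 °C. Each well was multiplexed: SteadyGlo luminescence measured ATXN2-luciferase expression after a fluorogenic Gly-Phe-AFC viability readout (25 uM final).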
# HepG2 tox = HepG2 cytotoxicity, counter-screen for TGF-b inhibitors. HepG2 CAGA-GFP viability, ATP luminescence, 18 h. Potency, µM (highest dose often 46.1 µM), without a hit: at the top dose activity change, negative = cytotoxicity, usual class: cytotoxic. 410,000 tested, 0.76% active. AID 588856; further: potency means the concentration at half of the fitted maximal effect; some results filed as inactive show a strong effect at the top dose
#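 HepG2 CAGA-GFP cells (1000/well, DMEM with 1% FBS) received compound, then TGF-beta at 500 pg/mL final, and were incubated 18 hours at 37 degrees C. Viability was read by CellTiter-Glo luminescence. Media-only wells were set as complete cell-killing and DMSO as no toxicity.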
# S2 tox = cell viability loss in ATXN counter-screen; 400,000 tested, 0.49% active; Potency, µM (titrated, usually from 56.7 µM), most hits filed as cytotoxic; S2 cells (HEK-293 line with an ATXN2-luciferase reporter) viability, CellTiter-Fluor protease fluorescence, 24 h; further: potency means the concentration at half of the fitted maximal effect; nearly all actives have a fitted effect of over 40% in size
# EPAC2 ag = agonists of human EPAC2 (RAPGEF4) | Potency, µM (doses to about 154 µM), without a hit: at the highest dose activation, hits mostly activators | EPAC2 activation, biochemical qHTS; response scale: 100% = 6.5 mM cAMP response | AID 720711 | 360,000 tested, 0.079% active | Q8WZA2; further: potency means the concentration at half of the fitted maximal effect; nearly all actives have a fitted effect of over 50% in size
# Target sequence (Q8WZA2 whole entry, looked up): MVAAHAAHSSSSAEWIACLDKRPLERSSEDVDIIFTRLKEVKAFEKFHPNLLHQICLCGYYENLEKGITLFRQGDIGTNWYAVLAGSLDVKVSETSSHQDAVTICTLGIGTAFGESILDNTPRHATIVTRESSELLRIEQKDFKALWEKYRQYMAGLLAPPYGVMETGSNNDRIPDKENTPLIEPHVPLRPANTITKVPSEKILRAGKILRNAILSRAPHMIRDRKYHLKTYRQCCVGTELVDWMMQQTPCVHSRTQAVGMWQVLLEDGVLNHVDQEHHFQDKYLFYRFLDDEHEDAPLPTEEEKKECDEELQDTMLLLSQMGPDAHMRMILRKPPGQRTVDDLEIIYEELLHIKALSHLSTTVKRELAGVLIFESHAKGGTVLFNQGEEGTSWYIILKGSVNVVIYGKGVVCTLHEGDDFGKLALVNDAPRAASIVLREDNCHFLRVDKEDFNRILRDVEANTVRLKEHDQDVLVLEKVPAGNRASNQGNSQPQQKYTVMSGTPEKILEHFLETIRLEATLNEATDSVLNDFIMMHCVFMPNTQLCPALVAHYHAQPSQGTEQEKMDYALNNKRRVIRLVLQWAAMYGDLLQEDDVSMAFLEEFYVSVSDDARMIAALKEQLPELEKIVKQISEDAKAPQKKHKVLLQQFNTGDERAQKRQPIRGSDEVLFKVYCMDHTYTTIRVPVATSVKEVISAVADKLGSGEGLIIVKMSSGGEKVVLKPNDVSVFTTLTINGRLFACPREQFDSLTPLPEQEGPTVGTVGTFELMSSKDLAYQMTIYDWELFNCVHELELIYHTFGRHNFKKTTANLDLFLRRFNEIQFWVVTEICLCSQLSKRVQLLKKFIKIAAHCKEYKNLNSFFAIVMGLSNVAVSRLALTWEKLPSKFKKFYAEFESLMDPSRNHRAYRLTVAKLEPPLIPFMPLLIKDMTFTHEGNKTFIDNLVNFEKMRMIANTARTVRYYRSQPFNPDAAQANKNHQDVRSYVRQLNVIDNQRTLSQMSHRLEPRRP
#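 Setup: EPAC2 100 nM, labeled Rap1B complex 250 nM, free GDP 50 uM. Compound titrations pinned in, brief spin, 5 min room temperature incubation. Kinetic fluorescence read over 30 min, normalized to 6.5 mM cAMP.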
# The depositor's hits bear a star; i = inactive; ? = inconclusive; . = no result given; & = joins results of further samples; [ ] = dose if it differs, or a comment. Unless noted, the call rests on the fitted dose curve; in most records, active means well fitted curve in the direction sought with a large enough effect; inconclusive means small, poorly fitted or top-dose-only effect, or another doubt; inactive means no such curve, though single readings can be large; an effect the other way counts as inactive or inconclusive. Not a hit list (roughly 4.3% active in at least one column).
molecule	Nrf2 activator	IL-2 act	Nrf2 block	A549 tox	TGFb inhibitor	ATXN2 expr inh	HepG2 tox	S2 tox	EPAC2 ag
Cc1cccc(N2CCN(c3ncnc4onc(C)c34)CC2C)c1 (centres undefined)	-0.5%	.	23µM*	?	-25%	.	-6%	.	.
O=C1CCCN1C(=O)CSc1ccc2ccccc2n1	-0.6%	1.4	7%	1%	-1%	0%	-4%	i	-3%
CCCS(=O)(=O)NC(=O)C1(C)CCN(C(=O)c2ccc(F)cc2Cl)C1 (centres undefined)	-0.7%	0.9	.	.	-1%	11%	2%	i	3%
O=C(COC(=O)c1cc(S(=O)(=O)N2CCOCC2)ccc1F)Nc1ccc2c(c1)OCO2	0.0%	-0.3	-2%	-1%	0%	-8%	5%	i	4%
O=C(Cc1ccc([N+](=O)[O-])cc1)NCc1ccccc1Cl	-0.4%	-0.4	-7%	2%	4%	33%[activator]	3%	i	6%
CN(CCCC1CCCC1)C(=O)c1cc(COc2c(F)cccc2F)on1	0.0%	-1.6	?	12%	-21%	7%	-38%	i	3%
O=C(c1ccc(C(F)(F)F)cc1)C1CCCN(C(=O)CN2CCCC2=O)C1 (centres undefined)	0.5%	-0.3	26%	-8%	9%	0%[11.3 µM]	14%	i	14%
O=C(CCn1nnc2ccccc21)Nc1nnc(Cc2ccccc2)s1	0.1%	-0.3	?	-3%	-5%	-2%	-3%	i	-6%
CC(C)(C)C(=O)CSc1ncnc2c1cnn2Cc1ccccc1	3.5%	-0.7	?	1%	-1%	5%	-12%	i	4%
Fc1ccc(NC(=S)NCc2ccccn2)cc1	3.2%	-0.3	19%	-5%	0%	7%	-3%	i	2%
O=C(c1ccc[nH]1)N1O[C@@H]2C=C[C@H]1C2	-0.3%	-0.2	11%	-1%	4%	1%	-7%	i	3%
Cc1cc(C)cc(OCC(=O)N(C)CC(=O)Nc2ccc(N3CCOCC3)cc2)c1	-1.0%	-5.5	-6%	-5%	0%	-4%	1%	i	-1%
Cc1ccc(N=C2C(=S)N(c3ccc(C)cc3)C(=N)N2/N=C/c2ccc(Cl)cc2)cc1	5.3%	-2.9	?	-14%	0%	48%[activator]	-10%	?	5%
CCOc1ccc(NC(=O)c2ccc(-c3nc(COc4ccccc4)c(C)o3)cc2)cc1	-0.3%	.	15%	4%	-12%	-4%	-36%	i	.
O=C(NC(c1ccc(Cl)cc1)c1cnccn1)C1CCN(CCCOc2ccccc2)CC1 (centres undefined)	4.1%	0.9	.	.	31%[activator]	-9%	-10%	i	11%

# Continued (2 carried over from the part before).
molecule	Nrf2 activator	IL-2 act	Nrf2 block	A549 tox	TGFb inhibitor	ATXN2 expr inh	HepG2 tox	S2 tox	EPAC2 ag
CCOc1ccc(NC(=O)c2ccc(-c3nc(COc4ccccc4)c(C)o3)cc2)cc1	-0.3%	.	15%	4%	-12%	-4%	-36%	i	.
O=C(NC(c1ccc(Cl)cc1)c1cnccn1)C1CCN(CCCOc2ccccc2)CC1 (centres undefined)	4.1%	0.9	.	.	31%[activator]	-9%	-10%	i	11%
Cc1occc1C(=O)NNC(=O)c1ccccc1[N+](=O)[O-]	-0.6%	-4.1	19%	7%	-3%	6%	0%	?	12%
CCCCn1c(N)c(N(CC)C(=O)c2cc3c(s2)CCCCC3)c(=O)[nH]c1=O	-0.9%	-5.3	-5%	-8%	-4%	-2%	5%	i	4%
O=C(/C=C/c1ccccc1)NCCc1nc2ccccc2[nH]1	0.5%	1.9	-2%	13%	0%	2%	-64%	i	1%
Cn1c(N)c(C(=O)COC(=O)CNC(=O)c2ccccc2Cl)c(=O)n(C)c1=O	-0.1%	1.9	-3%	-1%	-23%	14%	-15%	?	5%
COc1ccc(CCN2CNc3c(c(=O)n(C)c(=O)n3C)C2)cc1OC	-0.6%	-1.5	13%	3%	15%	2%	-2%	i	5%
CCN(CC)S(=O)(=O)c1ccc(N2CCCC2)c(C(=O)OCC(=O)/C(C#N)=C(\C)N)c1	0.2%	-0.5	?	-4%	5%	-5%	-24%	i	-2%
Cc1cc(C)c2c(-n3cccc3)nn(C)c2n1	0.3%	0.7	.	6%	?	-9%	-4%	i	8%
COC(=O)c1c(-c2c(Cl)cccc2Cl)noc1C(=O)NN	0.0%	-4.0	-6%	?	0%	-6%	-6%	i	3%
O=C(C[n+]1cccc(Br)c1)c1cccs1	?	0.3	5%	0%	3%&-7%	-3%	6%&-6%	i	9%
Cc1ccccc1-c1nc(NC(C)C)nc2cc(-c3ccccc3)sc12	4.5%[9.22 µM]	0.4	.	.	7%	5%	-7%	i	-1%
COc1ccc(C(O)c2ncc(-c3ccccc3)[nH]2)cc1F (centres undefined)	0.3%[9.22 µM]	0.1	.	.	29%	-8%	-7%	i	-2%
CCc1nnc(N/N=C/c2c(F)cccc2Cl)n1N	-3.6%	0.4	-13%	8%	?	.	-107%	?	-4%
CCOC(=O)C1(CC)NC(c2ccco2)C2C(=O)N(C)C(=O)C21 (centres undefined)	0.0%	0.0	3%	2%	-2%	2%	4%	i	-1%
COC(=O)CC1Oc2ccc(Cl)cc2-n2cc(-c3ccccc3)nc21 (centres undefined)	3.9%	.	-15%	3%	26%	-15%	-6%	i	.
Cc1cccc2sc(N(CCN(C)C)C(=O)c3ccc4c(c3)OCCO4)nc12	6.9%	.	.	10%	-24%	.	-22%	.	.

# Later entries:
molecule	Nrf2 activator	IL-2 act	Nrf2 block	A549 tox	TGFb inhibitor	ATXN2 expr inh	HepG2 tox	S2 tox	EPAC2 ag
Cc1c(CN(C)C(=O)c2nn(C)cc2[N+](=O)[O-])cnn1C	-0.8%	0.1	4%	10%	-28%	-2%	-5%	?	15%
Cc1ccnc(N2C(=O)c3ccccc3C2O)c1 (centres undefined)	-0.2%	-3.1	?	4%	0%	-23%	-68%	i	0%
COc1ccc(NC(=O)COC(=O)CNC(=O)c2cc(OC)c(OC)c(OC)c2)cc1	-0.4%	-2.4	0%	1%	-7%	9%	-6%	i	4%
CC(C(=O)Nc1ccccc1)C(=O)Nc1ccccc1	-1.0%	1.4	4%	-1%	16%	-3%	17%	i	4%
CCOc1ccc(N(CC)C(=O)CCS(=O)(=O)c2cccc3nonc23)cc1	2.2%	-2.4	2%	3%	-6%	0%	-26%	i	2%
CCc1cccc(C)c1NC(=O)CC(C)(C)CC(=O)O	-0.2%	0.7	7%	-13%	15%	-1%	4%	i	1%
CCOC(=O)C1CCCN(C(=O)c2cc3c(C)nc4ccccc4c3o2)C1 (centres undefined)	0.5%	-3.3	-23%	-1%	-3%	-16%	2%	i	2%
COC(=O)c1sccc1NC(=S)N1CC(C)CC(C)C1 (centres undefined)	3.7%	0.6	-17%	-1%	1%	-2%	-15%	i	7%
CCOC(=O)c1ccc(N=c2sc(C(=O)OC)cc(=O)n2Cc2ccc3c(c2)OCO3)cc1	-0.3%	-4.5	-11%	3%	3%	-2%	-21%	i	-5%
CCOc1ccc(NC(=O)COC(=O)c2cc([N+](=O)[O-])ccc2N2CCOCC2)cc1	0.4%	1.5	?	?	-3%	-23%	-2%	?	9%
CNC(=O)NC(=O)COC(=O)CCCOc1ccc(OC)cc1	2.6%	0.1	7%	-2%	12%	0%	-6%	i	-3%
CNC(=O)c1ccc(NC(=O)CC23CC4CC(CC(C4)C2)C3)cc1	-0.5%	-0.7	2%	3%	-13%	-12%	-11%	i	-2%
COc1ccc(CCC(=O)Nc2cc(Cl)ccc2OC)cc1	-0.6%	0.6	?	1%	-2%	-18%	-19%	i	5%
CCC(C(=O)NC1CCCCC1)N(CC1CCCO1)C(=O)CNS(=O)(=O)c1ccc(OC)cc1 (centres undefined)	2.3%	1.6	.	-3%	1%	0%	2%	?	4%
CN(CC(=O)Nc1ccccc1C(F)(F)F)C(=O)CCc1nc2sc3c(c2c(=O)[nH]1)CCCC3	0.8%	-3.9	?	-12%	13%	-20%	0%	i	-6%

# Compound profiles (already shown). Order of screens: Nrf2 activator, IL-2 act, Nrf2 block, A549 tox, TGFb inhibitor, ATXN2 expr inh, HepG2 tox, S2 tox, EPAC2 ag
# Profile of `CC(C(=O)Nc1ccccc1)C(=O)Nc1ccccc1` : -1.0%, 1.4, 4%, -1%, 16%, -3%, 17%, i, 4%
# Profile of `Cc1ccnc(N2C(=O)c3ccccc3C2O)c1` (centres undefined) : -0.2%, -3.1, ?, 4%, 0%, -23%, -68%, i, 0%
# Profile of `Cc1c(CN(C)C(=O)c2nn(C)cc2[N+](=O)[O-])cnn1C` : -0.8%, 0.1, 4%, 10%, -28%, -2%, -5%, ?, 15%

# (more compounds)
molecule	Nrf2 activator	IL-2 act	Nrf2 block	A549 tox	TGFb inhibitor	ATXN2 expr inh	HepG2 tox	S2 tox	EPAC2 ag
COc1ccc(-c2nnn(-c3cc(Cl)cc(Cl)c3)c2N)cc1	0.2%	-0.1	14%	-5%	6%	3%	-8%	i	7%
O=c1c(O)c(-c2cc(O)c(O)c(O)c2)oc2cc(O)cc(O)c12	9.4%	0.5	-5%	-18%	-20%&-22%&-7%	-11%&-6%	-21%&5%&-8%	?	8%
CCN(CC(=O)NCc1cccs1)S(=O)(=O)c1ccc(C(C)C)cc1	0.4%	3.0	-10%	-1%	10%	6%	0%	i	-83%[15.6 µM]
COc1cc(O)c(C(CC(=O)N2CCCCC2)c2ccc3c(c2)OCO3)c(OC)c1 (centres undefined)	0.0%	1.1	3%&3%	-5%&2%	-10%&-5%	2%	7%&2%	i	18%
Nc1cc(N)nc(SCC(=O)N2CCN(S(=O)(=O)c3ccccc3)CC2)n1	-0.8%	0.8	-15%	2%	-7%	6%	-43%	i	5%
CCOc1ccc(Nc2cc(=O)oc3ccccc23)cc1	-0.1%	1.9	?	-1%	-17%	2%	-4%	i	7%
